# Bioassay records: PubChem, National Center for Advancing Translational Sciences (NCATS)
# Nrf2 activator: qHTS of Nrf2 Activators; AREc32 ARE-luciferase reporter (MCF7-derived line), luminescence, 24 h; Potency, µM (top dose mostly 46.1 µM), for inactives: at the top dose activation, hits mostly activators; 410,000 tested, 0.31% active; further: potency means the concentration at half of the fitted maximal effect; % of control where 0% means no effect; nearly all actives have a fitted effect of over 65% in size
#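 Each well held 1000 AREc32 cells, which were incubated with compound for 24 hr at 37 deg C after overnight attachment, and ARE reporter activity was quantified by firefly luciferase luminescence.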
# EPAC2 antag: qHTS for Antagonist of cAMP-regulated guanine nucleotide exchange factor 2 (EPAC2): primary screen; EPAC2 GEF exchange of Rap1B-BODIPY-GDP, fluorescence; Potency, µM (top dose mostly 114 µM), without a hit: at the highest dose activity, negative = inhibition, most hits filed as inhibitors; 360,000 tested, 0.18% active; AID 720708, 2013; further: potency means the concentration at half of the fitted maximal effect; on the % scale 0 is the no-effect control and ±100 the full control effect; nearly all actives have a fitted effect of over 45% in size; many of its hits are not listed in these tables
# Target sequence (Q8WZA2 whole entry, looked up): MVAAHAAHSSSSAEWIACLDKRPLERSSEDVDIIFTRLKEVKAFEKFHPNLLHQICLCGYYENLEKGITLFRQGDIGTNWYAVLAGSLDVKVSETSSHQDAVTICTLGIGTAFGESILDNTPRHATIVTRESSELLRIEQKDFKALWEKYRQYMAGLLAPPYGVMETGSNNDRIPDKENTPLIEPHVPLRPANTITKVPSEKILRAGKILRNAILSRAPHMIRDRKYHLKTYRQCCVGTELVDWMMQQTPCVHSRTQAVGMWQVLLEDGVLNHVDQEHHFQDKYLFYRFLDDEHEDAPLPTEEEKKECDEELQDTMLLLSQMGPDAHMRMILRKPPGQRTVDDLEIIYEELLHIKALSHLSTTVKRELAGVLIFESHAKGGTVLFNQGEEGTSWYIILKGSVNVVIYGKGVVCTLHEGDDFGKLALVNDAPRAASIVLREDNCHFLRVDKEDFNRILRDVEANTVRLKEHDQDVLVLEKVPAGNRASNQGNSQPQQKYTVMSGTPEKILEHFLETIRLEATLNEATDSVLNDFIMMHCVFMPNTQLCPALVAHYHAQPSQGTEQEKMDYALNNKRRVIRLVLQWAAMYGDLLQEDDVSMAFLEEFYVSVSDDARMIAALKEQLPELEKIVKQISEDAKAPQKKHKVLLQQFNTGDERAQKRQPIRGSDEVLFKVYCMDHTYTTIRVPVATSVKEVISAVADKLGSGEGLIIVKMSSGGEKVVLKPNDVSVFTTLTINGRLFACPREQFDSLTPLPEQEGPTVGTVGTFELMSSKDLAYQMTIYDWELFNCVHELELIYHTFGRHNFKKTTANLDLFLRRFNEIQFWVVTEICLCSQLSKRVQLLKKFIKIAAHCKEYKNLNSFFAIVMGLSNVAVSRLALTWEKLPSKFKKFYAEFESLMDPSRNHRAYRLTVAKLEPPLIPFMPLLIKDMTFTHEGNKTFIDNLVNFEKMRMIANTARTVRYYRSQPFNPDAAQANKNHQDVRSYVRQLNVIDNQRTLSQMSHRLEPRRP
# Nrf2 block: Nrf2 qHTS screen for inhibitors; A549 ARE-Fluc reporter, luciferase luminescence, 18-24 h; Potency, µM (series often up to 46 µM), inactives show top-dose activity change, negative = inhibition, actives largely listed as inhibitors; 360,000 tested, 2.1% active; further: potency means the concentration at half of the fitted maximal effect; on the % scale 0 is the no-effect control and ±100 the full control effect; nearly all actives have a fitted effect of over 60% in size
#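 A549 ARE_Fluc cells, 5000/well, 5% FBS OPTI-MEM; compounds in dose-response, 18-24 h at 37 °C/5% CO2; CellTiter-Fluor viability read (Ex 405/Em 525), then BugLite luciferase luminescence = Nrf2 activity.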
# CCT modulator: High-Throughput Screening for Modulators of Cytosolic Chaperonin Activity. purified chaperonin ATPase assay, HTRF ADP detection, 30 min. activity change, % (test concentration not listed), hits read low. 360,000 tested, 0.3% active. AID 651819, 2012; in the data active means activity change below about -30%; further: on the % scale 0 is the no-effect control and ±100 the full control effect
#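 TRiC at 40 or 20 nM final (batch-dependent) in 30 mM Tris pH 7.4, 100 mM KCl, 5 mM MgCl2, 1 mM DTT, with compound at single 76 uM and 10 uM ATP, 30 min at 37 deg C. ADP detected by HTRF Transcreener, 665/615 ratio.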
# A549 tox: Nrf2 qHTS screen for inhibitors: counterscreen for cytotoxicity. A549 ARE-Fluc cells, CellTiter-Fluor viability, 18-24 h. Potency, µM (series often up to 46 µM), for the others: at the top dose activity change, negative = cytotoxicity, usual class: inhibitors. 390,000 tested, 0.16% active. AID 504648, 2011; further: potency means the concentration at half of the fitted maximal effect; on the % scale 0 is the no-effect control and ±100 the full control effect
#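 A549 ARE-Fluc cells in 5% FBS OPTI-MEM, 5000 cells/well, rested 2 h then exposed to compounds in concentration-response for 18-24 h at 37 °C. Viability by CellTiter-Fluor fluorescence (Ex 405/Em 525) after 30 min; luciferase luminescence (BugLite, 15 min, RT) read afterwards.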
# EPAC2 agonist: qHTS for Agonist of cAMP-regulated guanine nucleotide exchange factor 4 (EPAC2): primary screen. Rap guanine nucleotide exchange factor 4 (Homo sapiens), Q8WZA2. Potency, µM (doses to about 154 µM), for the others: at the top dose activation, usual class: activators. EPAC2 activation, biochemical qHTS; response scale: 100% = 6.5 mM cAMP response. AID 720711, 2013. 360,000 tested, 0.079% active; further: potency means the concentration at half of the fitted maximal effect; nearly all actives have a fitted effect of over 50% in size
#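 Compounds were titrated in qHTS against a Rap1B-BODIPY-GDP (250 nM) complex with EPAC2 (100 nM) and GDP (50 uM). BODIPY-GDP release tracked at 480/540 nm over 30 min at room temperature, normalized to 6.5 mM cAMP.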
# pAkt inh: HTS Assay for Inhibitors of Akt Phophorylation: Primary Screen | 360,000 tested, 0.32% active | AID 651550, 2012 | activity change, % for hits at 50 µM | Neuro2A IGF-stimulated pAkt S473 HTRF, 20 min; active compounds read low; in the data active means activity change below about -80%; inconclusive means mostly about -51% to -80%; further: on the % scale 0 is the no-effect control and ±100 the full control effect
#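 Neuro2A cells in DMEM with 0.5% FBS, overnight at 37 deg C, given compound at single 50 µM final, then IGF (6 nM final) for 20 min at 37 deg C. Lysed; phospho-Akt Ser473 by HTRF after 24 h, 665/615 ratio.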
# MmCpn inh: Inhibitors of TCP-1 ring complex (TRiC) of Methanococcus maripaludis (MmCpn): qHTS; Chaperonin Mm-Cpn (Methanococcus maripaludis); purified Mm-Cpn ATPase, ADP Transcreener TR-FRET; Potency, µM (series often up to 76.9 µM), for the others: at the highest dose activity, negative = inhibition, hits mostly inhibitors; 330,000 tested, 0.031% active; AID 504842, 2011; further: potency means the concentration at half of the fitted maximal effect; on the % scale 0 is the no-effect control and ±100 the full control effect; nearly all actives have a fitted effect of over 80% in size
#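 Inhibition of chaperonin ATP hydrolysis is measured as reduced ADP production, detected by competitive TR-FRET in which signal falls with ADP. Final enzyme 25 nM and ATP 10 uM, reacted 30 min at 37°C.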
# TGFb SMAD3 inh: qHTS for Inhibitors of TGF-b; HepG2 CAGA-GFP TGF-b/SMAD3 reporter, GFP fluorescence, 18 h; TGF-beta stimulated, 500 pg/mL final; Potency, µM (top dose mostly 46.1 µM), for inactives: top-dose activity, negative = inhibition, actives largely listed as inhibitors; 410,000 tested, 1.2% active; AID 588855, 2011; further: potency means the concentration at half of the fitted maximal effect; on the % scale 0 is the no-effect control and ±100 the full control effect; nearly all actives have a fitted effect of over 65% in size
#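 GFP signal (ex488/em500-530) from TGF-beta-stimulated HEPG2 CAGA-GFP cells, 500 pg/mL final, 18 h at 37 degrees C in DMEM plus 1% FBS, normalized to unstimulated and DMSO-stimulated controls.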
# Numbers without * were called inactive; i = inactive; u = inconclusive; x = not tested or not shown; [ ] = another dose, or the depositor's remark. Unless noted, the call rests on the fitted dose curve; in most records, active means well fitted curve in the direction sought with a large enough effect; inconclusive means small, poorly fitted or top-dose-only effect, or another doubt; inactive means no such curve, though single readings can be large; an effect the other way counts as inactive or inconclusive. Not all compounds are listed. The share of hits here may be higher or lower than overall.
SMILES,Nrf2 activator,EPAC2 antag,Nrf2 block,CCT modulator,A549 tox,EPAC2 agonist,pAkt inh,MmCpn inh,TGFb SMAD3 inh
COc1ccc(CCNC(=O)COC(=O)c2ccc(S(=O)(=O)N3CCCC3)cc2)cc1OC,-0.1%,3%,0%,-4.5,4%,1%,i,2%,7%
Cc1onc(-c2c(F)cccc2Cl)c1C(=O)OCC(=O)NCc1ccccc1,-0.5%,-5%,0%,1.3,5%,4%,i,0%,5%
O=C(c1ccc(Cl)c(Cl)c1)N(Cc1ccco1)c1ccc(O)cc1,6.5%,-11%,u,2.3,-17%,8%,i,0%,u
Cc1[nH]c(=O)c(C#N)c2c1CCCC2,-0.7%,0%,x,-1.8,15%,-1%,i,1%,3%
N#CC1=C(SCC(=O)c2ccccc2)NC2=C(C(=O)CCC2)C1c1ccco1 (stereo not given),9.0%,-1%,-27%,-1.7,u,10%,i,u,-4%
COc1ccc(N=C2C(=Nc3ccc(OC)cc3)N(c3ccc(OC)cc3)C(=S)N2c2ccccc2)cc1,0.6%,-1%,17%,2.8,-6%,7%,i,1%,-19%
O=C(OCc1cn([C@H]2CN(Cc3cccs3)[C@@H](c3ccccc3)C[C@@H]2O)nn1)c1ccccc1,0.2%,0%,x,0.0,x,23%,i,x,u
COCCNC(=O)COC(=O)c1ccc(S(=O)(=O)N2CCOCC2)cc1,-0.4%,4%,11%,0.1,1%,9%,i,-4%,5%
CCCOc1cccc(-c2nc3ccccc3c(=O)o2)c1,-0.1%,-10%,u,-0.7,-4%,10%,i,-3%,u
CC(=O)c1cccc(N(C(=O)c2ccco2)C(C(=O)NC2CCCCC2)c2ccc(C)o2)c1 (stereo not given),-0.6%,-8%,-102%,0.1,-4%,-15%,i,1%,7%
Cc1ccc2oc(-c3cc(NC(=O)c4ncn[nH]4)ccc3O)nc2c1,5.4%,11%,u,0.2,-11%,3%,i,0%,-2%
CCc1ccc(C(=O)COC(=O)c2cnc(C)cn2)cc1,-0.2%,8%,2%,-0.6,-2%,-6%,i,1%,2%
Cc1cc(C)nc(-n2ncc3c2CC(c2ccc(F)cc2)CC3=O)n1 (stereo not given),-0.2%,4%,-14%,-1.8,-12%,-1%,i,1%,-19%
Cc1ccccc1OCCC(=O)Nc1ccccc1C(=O)NC1CC1,-0.1%,6%,2%,-2.9,1%,10%,i,-5%,-1%
CCOC(=O)c1[nH]c(C)c(/C(O)=C2\C(=O)C(=O)N(CCCN(CC)CC)C2c2cccnc2)c1C (stereo not given),0.3%,10%,11%,-2.7,-6%,-2%,i,x,5%
Cc1ccccc1OC1CCN(C(=O)C2CCC(=O)N(C3CCCC3)C2)CC1 (stereo not given),-0.2%,-3%,u,0.7,u,8%,x,3%,u
CSc1ncccc1C(=O)Nc1ccc(OC(F)(F)F)cc1,7.0%,-15%,-8%,0.5,16%,4%,i,-3%,1%
Cc1ccc(S(=O)(=O)N(Cc2ccc(F)cc2)C(=O)N2CCN(C)CC2)cc1,-0.5%,-2%,-2%,-1.9,-4%,1%,i,-1%,2%
CC1(C)CC(=O)C(C=NCCN2CCN(CCc3ccccc3)CC2)=C(O)C1,-0.6%,7%,19%,2.0,-1%,3%,i,-9%,-31%
CCCN(C(=O)COC(=O)C12CCC(=O)N1c1ccccc1S2)c1c(N)n(Cc2ccccc2)c(=O)[nH]c1=O (stereo not given),0.1%,8%,0%,-0.5,0%,-10%,i,u,-9%
COc1cc(Cn2c(=O)sc3ccccc32)ccc1OC(C)C,4.5%,x,u,x,-3%,x,x,x,-2%
NC(=O)CSc1ccc(F)cc1,0.1%,7%,8%,-1.8,4%,6%,i,0%,21%
COc1ccc(-c2cc(C(=O)Nc3ccc(C(N)=O)cc3)c3ccccc3n2)cc1,5.4%,5%,21%,-9.2,-18%,6%,i,-7%,-3%
CN1CCN(C(=O)/C=C/c2c(F)cccc2Cl)CC1,3.4%,4%,9%,1.2,13%,9%,i,2%,1%
CCCNC(=O)c1cn(CC)c2cc(N3CCN(C)CC3)c(F)cc2c1=O,0.0%,2%,x,1.0,0%,-2%,i,-1%,-5%

# Structures shown so far that have a furan ring, fused or not, in the order listed:
SMILES,Nrf2 activator,EPAC2 antag,Nrf2 block,CCT modulator,A549 tox,EPAC2 agonist,pAkt inh,MmCpn inh,TGFb SMAD3 inh
O=C(c1ccc(Cl)c(Cl)c1)N(Cc1ccco1)c1ccc(O)cc1,6.5%,-11%,u,2.3,-17%,8%,i,0%,u
N#CC1=C(SCC(=O)c2ccccc2)NC2=C(C(=O)CCC2)C1c1ccco1 (stereo not given),9.0%,-1%,-27%,-1.7,u,10%,i,u,-4%
CC(=O)c1cccc(N(C(=O)c2ccco2)C(C(=O)NC2CCCCC2)c2ccc(C)o2)c1 (stereo not given),-0.6%,-8%,-102%,0.1,-4%,-15%,i,1%,7%

# New compounds follow:
SMILES,Nrf2 activator,EPAC2 antag,Nrf2 block,CCT modulator,A549 tox,EPAC2 agonist,pAkt inh,MmCpn inh,TGFb SMAD3 inh
CC(=O)NCCC(=O)N1CCCC(C(=O)c2ccc3c4c(cccc24)CC3)C1 (stereo not given),0.4%,3%,-2%,-0.7,-7%,19%,i,1%,-5%
Cc1cc(C)n2nc(C(=O)OCC(=O)Nc3ccc(F)cc3F)nc2n1,0.2%,2%,3%,2.3,-2%,7%,i,0%,-3%
Cc1cccc(/C(N)=N/OC(=O)N2CCOCC2)c1,6.0%,-4%,11%,0.1,u,7%,i,1%,-5%
O=C(COC(=O)CCNS(=O)(=O)c1ccc(Cl)cc1)NCc1ccccc1,-1.1%,3%,x,-1.9,x,6%,i,x,-24%
Nc1nc2c(F)c(F)c(F)cc2s1,4.1%,-2%,12%,-0.1,0%,8%,i,-4%,u
COc1cccc(C2=NN(C(=O)c3ccco3)C(c3ccco3)C2)c1 (stereo not given),9.0%,14µM*,-3%,0.6,-1%,6%,i,0%,2%
CC(=O)N1C(C(=O)O)Cc2c([nH]c3ccccc23)C1(C)C (stereo not given),0.1%,-10%,-22%,-2.3,2%,9%,i,0%,2%
COc1ccc(C(=O)N2CCCCC2c2cc(C(=O)NCc3ccc(F)cc3)no2)cc1 (stereo not given),0.7%,-5%,x,0.9,x,12%,i,x,-4%
CC1(C)CC(=O)C(C(C2=C(O)CC(C)(C)CC2=O)c2cccc(O)c2)C(=O)C1 (stereo not given),0.1%,6%,-3%,-0.3,-8%,-1%,i,0%,-22%
COC(=O)c1ccccc1NC(=O)c1ccc2c(c1)OCCO2,4.9%,5%,11%,0.7,-10%,4%,i,1%,0%
Cc1cc(C)nc(SCC(=O)N/N=C/C=C/c2ccccc2)n1,0.7%,-5%,0%,-3.7,3%,11%,i,-2%,-4%
C[N+](C)(C)CCCCCCCCCC[N+](C)(C)C,-0.4%,0%,2%,1.3,-2%,1%,i,3%,6%
COc1ccc(CNS(=O)(=O)c2ccc3c(c2)N(C(C)=O)CCO3)cc1,-0.3%,2%,2%,-1.0,1%,1%,i,0%,7%
CCN(CCC#N)c1ccc(N2C(=O)CCCC2=O)cc1[N+](=O)[O-],-0.6%,4%,5%,-3.5,-4%,6%,i,0%,-8%
Cc1c(NC(=O)C23CC4CC(CC(Br)(C4)C2)C3)c(=O)n(-c2ccccc2)n1C,-0.2%,3%,1%,-0.8,-1%,7%,i,-2%,2%
O=C(Nc1ccc(Cl)cc1)Nc1ccc(C(=O)N2CCOCC2)cc1,3.5%,0%,-6%,2.4,0%,-2%,i,1%,-9%
COC(=O)c1[nH]c2cc(OC)ccc2c1NC(=O)c1nonc1C,-0.1%,1%,-11%,0.9,-2%,5%,x,-3%,-16%
C=CCn1c(SCC(=O)NC(C)(C)C)nnc1-c1ccccc1O,-0.6%,4%,2%,-1.0,u,4%,i,-3%,0%
COc1ccc(Cl)cc1NC(=O)Nc1cn(C)nc1C,0.5%,4%,-11%,0.0,1%,-7%,i,0%,u
OCc1nc2ccccc2n1C/C=C/c1ccccc1,2.2%,-2%,-15%,-2.3,-1%,6%,i,3%,31%[activator]
CCOc1ccc(CNC(=O)COc2cc(=O)n(C)c3ccccc23)cc1,4.0%,x,-26%,x,-9%,x,x,x,3%
COc1ccc(CN2CC(=O)N(c3ccccc3C)C2=S)cc1OC,0.8%,-8%,u,0.2,-3%,4%,i,1%,-23%
C/C(=N\NC(=O)C(O)c1ccccc1)c1ccc(Cl)cc1 (stereo not given),2.1%[9.22 µM],4%,-12%,-0.2,6%,1%,i,-26%,3%
CCOC(=O)c1cnn(-c2ncnc3c2cnn3C)c1N,0.9%,-7%,1%,-0.6,-3%,-11%,i,1%,0%
CC(=O)Nc1ccc(S(=O)(=O)NCC2CCC(C(=O)NCCCN(C)Cc3ccccc3)CC2)cc1 (stereo not given),0.0%,-7%,2%,3.7,5%,-7%,i,-27%,-4%
CCC(C)c1ccc(NC(=O)Nc2cccnc2)cc1 (stereo not given),0.4%,-13%,u,2.6,-9%,10%,i,-7%,-11%
O=C(CCCCn1c(=O)[nH]c2ccccc2c1=O)NCc1ccc2c(c1)OCO2,0.0%,19%,-17%,0.7,1%,-9%,i,0%,6%
CCN1C(=O)CSC1=Nc1ccc(OC)cc1,-0.1%,10%,-3%,-0.8,7%,3%,i,-2%,25%
